# STK33 kinase inh: inhibitors of purified STK33 kinase, primary screen, biochemical, ADP-Glo luminescence, homogeneous, cell-free; Serine/threonine-protein kinase 33 (Homo sapiens), Q9BYT3; MBP phosphorylation; inhibition, % at 10 µM; 0.073% of 320,000 active;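 active means inhibition at or above 25%, using the most active replicate where run in duplicate; inactive means inhibition below 25%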
# KCNQ2 block: KCNQ2 potassium channel inhibitors, primary screen, cell-based, CHO-K1, FluxOR thallium flux, B-score (AID 2156). Potassium voltage-gated channel subfamily KQT member 2 (Rattus norvegicus), O88943. 20 min; stronger effect = lower value. B-score at 10 µM. 1.1% of 310,000 active;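 active means fluorescence ratio B-score at most minus 3 library SDs, with starting brightness B-score within 2 library SDs, cut at about -5.5 in these data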
# Target sequence (O88943 whole entry, looked up): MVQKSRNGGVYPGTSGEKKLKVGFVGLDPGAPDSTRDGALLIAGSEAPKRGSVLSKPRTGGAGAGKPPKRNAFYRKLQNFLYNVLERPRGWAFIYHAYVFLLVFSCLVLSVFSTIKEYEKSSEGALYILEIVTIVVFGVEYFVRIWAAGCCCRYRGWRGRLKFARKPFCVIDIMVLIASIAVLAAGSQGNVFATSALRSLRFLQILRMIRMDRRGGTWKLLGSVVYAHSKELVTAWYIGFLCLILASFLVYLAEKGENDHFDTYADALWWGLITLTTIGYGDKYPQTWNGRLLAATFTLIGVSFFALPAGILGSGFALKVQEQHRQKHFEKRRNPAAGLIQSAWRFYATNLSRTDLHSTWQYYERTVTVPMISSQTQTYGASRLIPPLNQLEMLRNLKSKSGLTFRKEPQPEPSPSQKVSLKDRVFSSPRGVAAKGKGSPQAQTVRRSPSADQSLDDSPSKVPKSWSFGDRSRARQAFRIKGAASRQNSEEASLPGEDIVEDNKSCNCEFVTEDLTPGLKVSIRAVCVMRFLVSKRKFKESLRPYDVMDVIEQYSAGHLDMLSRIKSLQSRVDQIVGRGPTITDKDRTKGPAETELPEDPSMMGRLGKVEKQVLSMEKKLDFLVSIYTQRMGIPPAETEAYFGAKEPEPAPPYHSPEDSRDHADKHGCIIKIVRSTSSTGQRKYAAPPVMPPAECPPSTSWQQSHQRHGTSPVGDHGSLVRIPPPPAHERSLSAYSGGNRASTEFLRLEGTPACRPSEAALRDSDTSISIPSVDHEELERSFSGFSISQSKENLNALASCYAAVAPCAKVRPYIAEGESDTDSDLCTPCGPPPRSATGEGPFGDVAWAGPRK
# OX1R antag: antagonists of human orexin 1 receptor (OX1R). Orexin/Hypocretin receptor type 1 (Homo sapiens), O43613. OX1R-expressing cells, FRET antagonist read-out. inhibition, % at 6.6 µM. 1.8% of 330,000 active. AID 485270, 2010; in the data active means inhibition mostly above about 38%, no sharp cut-off; inactive means mostly below about 40%;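 further: 0% = agonist challenge alone and 100% = reference antagonist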
# Starred values were filed as active, the others as inactive; i = inactive; / = no result given.
STK33 kinase inh | KCNQ2 block | SMILES | OX1R antag
-2.1 | i | c1ccc(-c2nc(NCc3cccnc3)c3oc4ccccc4c3n2)cc1 | 68*
0.2 | i | Cc1cc(C)n(-c2ccc(C)c(Cl)c2)n1 | 4
-5.2 | i | CSc1nc(-c2ccc(Cl)cc2)nn1C(=O)c1ccco1 | 25
0.7 | i | Cc1ccc(C(=O)Nc2ccc3c(c2)nc2n3CCSC2)cc1 | 26
-1.3 | i | COc1cccc(CNC(=O)CCCn2ncn3c(cc4occc43)c2=O)c1 | 11
-0.1 | i | O=C(CSc1ccc2c(c1)OCCO2)Nc1ncc(Cl)cc1Cl | 0
-1.3 | i | NNC(=O)CN1C(c2ccccc2Br)=Nc2ccc(Br)cc2C1c1ccccc1 (stereo not given) | 5
5.7 | i | COC(=O)c1ccccc1Oc1ccc(NC(=O)C(C)(C)CCl)cc1 | 24
-0.8 | / | CC(C(=O)OCC(=O)N(C)C1(C#N)CCCCC1)N1C(=O)c2ccccc2C1=O (stereo not given) | 5
/ | i | COc1ccc2c(c1)OC/C(=C/c1cccs1)C2=O | 34
-0.8 | i | c1ccc(N2CCN(c3ccccc3)C2c2cccnc2)cc1 | 33
-6.2 | i | N#Cc1cc2cc3c(cc2nc1N1CCCCC1)OCCO3 | 45
0.9 | i | Cc1ccc(SCCSc2nc(C)cc(=O)[nH]2)cc1 | -5
-1.7 | i | CCNC(=O)C1Cc2ccccc2CN1S(=O)(=O)c1ccc(F)cc1 (stereo not given) | 19
-0.6 | i | CC(C)C(NC(=O)COc1ccccc1)C(=O)O (stereo not given) | 9
-0.2 | i | CCNC(=O)N(C(=O)NCC)n1c(C)nnc1C | 19
-2.3 | i | COC(=O)CCC(=O)N1CCOCCOCCN(C(=O)CCC(=O)OC)CCOCCOCC1 | 17
-0.9 | i | COc1ccc(S(=O)(=O)N2CCC3(CC2)CC(=O)c2ccccc2O3)cc1C | 28
-0.1 | i | COC(=O)Cn1nc(-c2ccc(C)c(S(=O)(=O)N(C)C)c2)c2ccccc2c1=O | 20
-0.2 | i | Cc1ccc2[nH]c(=O)c(C(c3nnnn3Cc3ccccc3)N3CCc4ccccc43)cc2c1 (stereo not given) | 18
0.9 | i | COc1ccc(NC(=O)C2CCCN2S(=O)(=O)c2ccc3c(c2)CC(C)N3C(C)=O)cc1OC (stereo not given) | 6
-1.3 | i | O=c1c2ccccc2nc2ccc(NCc3cccs3)nn12 | 19
0.9 | i | O=S(=O)(Nc1c(F)cccc1F)c1ccc(Cl)nc1 | 10
-0.9 | i | Cc1nn(C)c(Cl)c1CN1CCCC(CCC(=O)NCc2ccccc2F)C1 (stereo not given) | 6
0.1 | / | COc1cc(S(=O)(=O)N2CCOCC2)ccc1NC(=O)COC(=O)c1cc(OC)c(OC)c(OC)c1 | 0
-1.4 | i | O=C(NN1C(=O)c2ccccc2NC1c1ccc([N+](=O)[O-])o1)c1ccc(Br)cc1 (stereo not given) | 19
-0.4 | i | CCCC1OC23CCCCC2C(C#N)(C#N)C1(C#N)C(=N)O3 (stereo not given) | 12
0.9 | i | Cn1cc(/C=C(\NC(=O)c2ccccc2)C(=O)N2CCOCC2)c2ccccc21 | 15
1.0 | i | CCc1sc(C(=O)NC)cc1Br | 2
-0.3 | i | CCC(C)NC(=O)C1CCN(S(=O)(=O)c2ccc3[nH]c(=O)ccc3c2)CC1 (stereo not given) | 5

# Single records (already shown). Values in the order: STK33 kinase inh	KCNQ2 block	OX1R antag
# c1ccc(-c2nc(NCc3cccnc3)c3oc4ccccc4c3n2)cc1 in the list: -2.1	i	68*
# O=S(=O)(Nc1c(F)cccc1F)c1ccc(Cl)nc1 in the list: 0.9	i	10

# The list continues.
STK33 kinase inh | KCNQ2 block | SMILES | OX1R antag
0.2 | i | Cc1ccc(S(=O)(=O)NNC(=O)c2sc(NS(=O)(=O)c3ccccc3)nc2C)cc1 | 31
-2.1 | i | OCc1ccccc1OCCOc1ccc(Cl)c2cccnc12 | 24
0.3 | / | COC(=O)[C@]1(Cc2ccccc2)N[C@H](CN(C)C(=O)Nc2ccc(Cl)cc2)[C@@H]2C(=O)N(Cc3ccccc3)C(=O)[C@@H]21 | 11
-2.1 | i | CN(C)S(=O)(=O)c1cccc(NC(=O)c2cc(=O)[nH]c3ccccc23)c1 | 7
-1.1 | i | COc1cccc2sc(/N=C/N(C)C)nc12 | 15
-1.4 | i | CCOC(=O)C1CCN(C(=O)CSc2cc(=O)n(CC)c3ccccc23)CC1 | 7
-2.8 | i | CC1CCCC(NC(=O)C2CCN(S(=O)(=O)N3CCC4(CC3)OCCO4)CC2)C1C (stereo not given) | 13
0.2 | i | CS(=O)(=O)N1CCN(C(=O)Cc2ccc([N+](=O)[O-])cc2)CC1 | 36
0.8 | i | COC(=O)c1ccc(Nc2cc(C)nc(-c3ccccc3O)n2)cc1 | 5
-0.7 | i | CCCC(C(=O)NC(C)(C)C)N(C(=O)c1snc(C(N)=O)c1N)c1ccc2c(c1)OCCO2 (stereo not given) | 23
-0.3 | / | COc1ccc(C2=CC(=O)C[C@H](c3ccc4c(c3)OCO4)C2)cc1 | 6
0.5 | i | Cn1c(=O)n(C)c2cc(NC(=O)CSc3nc4ccccc4c(=O)[nH]3)ccc21 | 19
-1.3 | i | O=S(=O)(NCc1c(Cl)cccc1Oc1ccccc1)c1ccccc1 | 13
-1.5 | i | COc1ccc(C2=NCCn3c2c2ccc(C(F)(F)F)cc2[n+]3[O-])cc1 | 10
-1.8 | i | O=C(CC(c1ccccc1)c1ccccc1O)NCCc1ccccc1 (stereo not given) | 25
-0.4 | i | COc1cc(C2CC(=O)N(CC(=O)NCC3CCCO3)c3ccccc3S2)cc(OC)c1OC (stereo not given) | 23
-0.2 | i | O=C(CCC(=O)N1CCOc2ccccc21)Nc1ccccc1Cl | 15
-1.9 | i | C1CNCCNCCCNCCNC1 | 11
-1.9 | i | CCc1cc(Br)ccc1NC(=S)NCCc1ccccc1 | /
0.9 | i | O=C(O)CC(Cc1ccc(Cl)cc1)C(=O)NCc1ccccc1 (stereo not given) | 21
0.2 | / | COc1ccc(-c2ccc3oc(-c4ccsc4)cc(=O)c3c2)cc1F | 11
-2.8 | i | O=C(CNS(=O)(=O)c1ccccc1)N/N=C\c1ccc(Cl)cc1 | 13
-0.6 | i | COc1ccc(S(=O)(=O)N2CCN(C3CCN(Cc4ccccc4)CC3)CC2)cc1 | -4
2.9 | i | O=C(/C=C/c1ccc2c(c1)OCO2)NCc1ccncc1 | 7
-1.8 | i | OCC[C@@H]1C[C@@H](O)[C@H](O)[C@]2(CCc3ccccc3O2)O1 | 6
-0.1 | / | COc1ccc(S(=O)(=O)N2CCCCCC2)cc1C(=O)OCc1c(C)noc1C | 14
-0.9 | i | Cc1nc2ccc(C(=O)N/N=C/c3cc([N+](=O)[O-])ccc3O)cc2[nH]1 | 9
-1.2 | i | Cc1ccc(N2C(=O)C3C(c4ccccc4)N4CCCN4C3(C)C2=O)cc1 (stereo not given) | 10
-1.2 | i | CC1CCN(C(=O)c2ccc(COc3ccccc3Cl)o2)CC1 | 24
-0.7 | i | Cc1cc(Nc2ccc(Cl)cc2)nc(NCc2ccccc2)n1 | 26
1.1 | i | O=C(O)c1ccccc1C(=O)NNc1ccc(Cl)cc1 | 22
-1.4 | i | CC(=O)c1ccccc1OC(=O)c1c(F)cccc1F | 10
0.5 | i | CC(C)CCNC(=O)C(=O)Nc1ccccc1 | 21
-2.7 | i | Cn1c(=O)n(C)c2cc([N+](=O)[O-])c(N3CCN(C(=O)c4ccc(Cl)cc4)CC3)cc21 | 12
-0.5 | i | CCOC(=O)c1ccc(NC(=O)NC(C)C2CCCO2)cc1 (stereo not given) | 11
-0.1 | i | COc1ccc(S(=O)(=O)N2CCCN(CC(=O)C(C)(C)C)CC2)cc1 | 11
0.3 | i | Cc1coc2c1c(C)cc1oc(=O)c(CC(=O)NCC(=O)N[C@H](C(=O)O)C(C)C)c(C)c12 | 0
3.6 | i | O=S(=O)(c1ccccc1)N1CCN(S(=O)(=O)N2CCCCC2)CC1 | -4
0.2 | i | COc1cc(C=O)ccc1OC(=O)c1ccncc1 | 8
6.0 | / | O=S(=O)(c1c(F)cccc1F)C1CCN(S(=O)(=O)c2ccc3c(c2)OCCO3)CC1 | 6
-1.1 | i | CCCCC(=O)NNC(=S)NC(=O)CCC | 13
-0.7 | i | CC(C)c1ccc2c(c1)C1(NN=C(c3ccccc3)S1)C(=O)N2 (stereo not given) | 11
-0.4 | i | Cc1cc(C)c(NC(=O)COC(=O)CCc2ccc(S(=O)(=O)N3CCCCC3)cc2)c(C)c1 | 7
-1.7 | i | CC(C)COc1ccc(CN=C(N)N=C(N)N)cc1Cl | 30
-1.4 | i | Cn1cc(C(=O)NCCN2CCN(c3cccc(Cl)c3)CC2)c2c3ccccc3n(C)c2c1=O | 12
/ | i | CC(O)c1cccc(NC(=O)C2CCCCC2)c1 (stereo not given) | 15
-0.5 | i | Cc1ccc(NC(=S)N(CCCN2CCCC2)Cc2cccn2Cc2ccc(Cl)cc2)cc1C | 9
-0.3 | i | Cc1cc(=O)oc2c(C)c(OCC(=O)N3CCN(c4ccccc4)CC3)ccc12 | 3
0.8 | i | COC(=O)c1ccc(NC(=O)CN2C(=O)CSC2=O)cc1 | 10
0.1 | i | Nc1ccc(CN2CCCCCC2)cc1 | 0
-0.7 | i | O=C(O)C1(P(=O)(c2ccc(Cl)cc2)c2ccc(Cl)cc2)CCCC1 | 5
-2.2 | i | Cc1[nH]nc(SCC(=O)N2CCC(C)CC2)c1[N+](=O)[O-] | 15
-1.9 | i | C=CCSc1nc2c(c(=O)[nH]c(=O)n2C)n1Cc1ccc(C)cc1 | 1
0.2 | i | CCOC(=O)c1c(NC(=O)CSc2nnc(Cc3ccccc3)o2)sc(C(C)=O)c1C | 6
1.0 | i | COC(=O)N1[C@H](C)C=C[C@]1(Cc1ccccc1)C(=O)OC | 30
-1.9 | i | COc1ccc(NC(=O)CCN2C(=O)c3ccncc3C2=O)cc1OC | 10
-0.9 | i | Cc1c(Br)c([N+](=O)[O-])nn1CC(=O)Nc1ccc(CC#N)cc1 | 20
-1.0 | i | COc1ccc(/C=C(/CC(=O)Nc2ccc(C)cc2)c2nc3ccccc3s2)cc1 | 27
-0.5 | i | Fc1cccc(Cl)c1Cn1nnc2c(NCc3ccncc3)ncnc21 | 9
-0.7 | i | O=S(=O)(c1ccc(Cl)cc1)N1CCCCCC1 | 21

# Other results follow:
STK33 kinase inh | KCNQ2 block | SMILES | OX1R antag
-0.4 | / | CCCn1c(N)c(C(=O)CSc2nc(N)cc(=O)[nH]2)c(=O)n(C)c1=O | 4
-0.2 | i | CCOC(=O)C1CCN(C(=O)CSc2ccc(Br)cc2)CC1 | 3
0.5 | i | COC(=O)c1ccc(SC2CCCCC2)c([N+](=O)[O-])c1 | 16
-2.9 | i | O=c1c2ccccc2cnn1Cc1cccc(Br)c1 | 43
0.2 | i | CC(C)(C)CC(=O)Nc1nnc(SCC(=O)NC2CCCCC2)s1 | 16
-0.3 | i | Cc1c(Cl)cccc1N(CC(=O)NC(C)c1ccccc1)S(C)(=O)=O (stereo not given) | 52
-0.4 | i | COc1ccc(CCNC(=S)N2CCC(C(=O)c3ccc(F)cc3)CC2)cc1OC | 27
-1.7 | i | Cc1ccc(C)c(N2CCN(C(=O)C3CCCCN3S(=O)(=O)c3ccc(F)cc3)CC2)c1 (stereo not given) | -3
-0.7 | i | O=C(CC1(O)C(=O)Nc2ccccc21)c1ccc(-n2cccc2)cc1 (stereo not given) | 12
4.7 | / | Cc1cccc(N2CCN(C(=O)c3oc4ccc(Br)cc4c3C)CC2)c1C | 10
-5.7 | i | Cc1cccc(Oc2nc(-c3ccccc3)cc(C)c2S(C)(=O)=O)c1C | 12
-0.8 | i | COc1cccc(NS(=O)(=O)c2ccc3c(c2)n(C)c(=O)c(=O)n3C)c1 | 14
-0.8 | i | CCOc1ccc(C2C(C(N)=O)=C(C)Nc3ncnn32)cc1OC (stereo not given) | 9
0.0 | i | COc1ccc(CN2CCc3c([nH]c4ccccc34)C2)c(OC)c1C | 14
0.2 | i | COc1cc2ncc(S(=O)(=O)c3ccccc3)c(N3CCC4(CC3)OCCO4)c2cc1OC | 23
-2.1 | i | O=C(Cn1nnc(-c2ccc(N3CCOCC3)cc2)n1)N1CCOCC1 | 4
-0.5 | i | COc1ccc(-c2nn(-c3ccccc3)cc2/C=N/Nc2ccccn2)cc1 | 3
-1.4 | i | COc1cc(C)c(NC(=S)Nc2cccc(Cl)c2C)cc1OC | 19
0.8 | i | CCOC(=O)Cc1ncccc1C(=O)Nc1ccc(OC(F)(F)F)cc1 | 29
-2.3 | i | N/C(=N\OC(=O)COc1ccc2ccccc2c1Br)c1ccccn1 | 13
-1.5 | i | C=CCn1c(SCC(=O)NCC)nnc1-c1cc2c(s1)CCC(CC)C2 (stereo not given) | 18
0.6 | i | COC(=O)C1=C(N)N(c2ccc(F)cc2)C2=C(C(=O)CCC2)C1c1ccc2c(c1)OCO2 (stereo not given) | 3

# An excerpt of these results, as tab-separated lines.
canonical_smiles	STK33 kinase inh	KCNQ2 block	OX1R antag
Cc1cccc(Oc2nc(-c3ccccc3)cc(C)c2S(C)(=O)=O)c1C	-5.7	i	12
COc1cccc(NS(=O)(=O)c2ccc3c(c2)n(C)c(=O)c(=O)n3C)c1	-0.8	i	14
CCOc1ccc(C2C(C(N)=O)=C(C)Nc3ncnn32)cc1OC (stereo not given)	-0.8	i	9
COc1ccc(CN2CCc3c([nH]c4ccccc34)C2)c(OC)c1C	0.0	i	14
COc1cc2ncc(S(=O)(=O)c3ccccc3)c(N3CCC4(CC3)OCCO4)c2cc1OC	0.2	i	23
O=C(Cn1nnc(-c2ccc(N3CCOCC3)cc2)n1)N1CCOCC1	-2.1	i	4
